CHO-K1 Ca ag – M1 agonist counterscreen hit in parental CHO-K1 cells. hit rate 0.48% among 360,000. AID 602248. activation, % at 3 µM. Fluo-8 calcium fluorescence; scaled to maximal ATP response, vehicle zero; in the data active = activation above about 15%;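 note: untransfected CHO-K1 host cells lacking M1 receptor as counterscreen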
CHO parental Ca – counter-screen for OX1R antagonists: effect in parental CHO cells; hit rate 0.63% among 330,000; inhibition, % at 5.6 µM; AID 463079; parental CHO-K1, ATP-induced calcium, Fluo-8 fluorescence;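 active = inhibition above that plate's mean sample inhibition plus 3 SD, cut at about 26% in these data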;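 note: 0% = ATP-challenged DMSO wells and 100% = DMSO wells without ATP; some compounds past the cut are filed as inactive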
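Material: parental CHO cells / Compound: single nominal dose of 5.6 µM per compound / Signal: Fluo-8 fluorescence / Replicates: singlicate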
M1 PAM parental – counter-screen for M1 PAMs: effect in parental CHO-K1 cells; activation, % at 3 µM; ATP EC20, Fluo-8 calcium fluorescence; 0% at ATP EC20, 100% at ATP max; AID 602247; hit rate 0.02% among 360,000;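 active = activation above the run cutoff, the mean activation of all test compounds plus 3 SD, cut at about 40% in these data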;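 note: peak over basal fluorescence ratio in a 140 s read after ATP addition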
M1 ag – human M1 muscarinic receptor agonism | P11229 | CHO-K1 hM1, Fluo-8 calcium fluorescence, agonist mode; 0% DMSO, 100% acetylcholine EC100 | activation, % at 3 µM | hit rate 0.33% among 360,000 | AID 588814;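 active = activation above the run's mean compound activation plus 3 SD, cut at about 16% in these data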;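 note: peak over basal fluorescence ratio within a 140 s kinetic read after compound addition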
CHO-K1 Ca antag – nonselective inhibitor or artifact in parental CHO-K1 cells; inhibition, % at 3 µM; ATP-induced calcium, Fluo-8 fluorescence; hit rate 0.6% among 360,000;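 active = inhibition above a per-plate cutoff, the plate's mean sample inhibition plus 3 SD, cut at about 24% in these data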;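 note: 0% = DMSO plus EC80 ATP and 100% = DMSO alone without ATP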
OXTR potentiate – human OXTR potentiation; P30559; CHO-OTR cells, Fluo-8 calcium fluorescence, potentiator mode; 0% = oxytocin EC15, 100% = EC100; activation, % at 3 µM; hit rate 0.061% among 320,000; AID 2445;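 active = activation above that plate's cutoff, the mean activation of tested compounds plus 3 SD, cut at about 6.6% in these data, passing the limit was not always enough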;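 note: 100% uses oxytocin at 75 nM as the full agonist control; some results filed as inactive read as strong as hits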
Target sequence (P30559 whole entry, looked up): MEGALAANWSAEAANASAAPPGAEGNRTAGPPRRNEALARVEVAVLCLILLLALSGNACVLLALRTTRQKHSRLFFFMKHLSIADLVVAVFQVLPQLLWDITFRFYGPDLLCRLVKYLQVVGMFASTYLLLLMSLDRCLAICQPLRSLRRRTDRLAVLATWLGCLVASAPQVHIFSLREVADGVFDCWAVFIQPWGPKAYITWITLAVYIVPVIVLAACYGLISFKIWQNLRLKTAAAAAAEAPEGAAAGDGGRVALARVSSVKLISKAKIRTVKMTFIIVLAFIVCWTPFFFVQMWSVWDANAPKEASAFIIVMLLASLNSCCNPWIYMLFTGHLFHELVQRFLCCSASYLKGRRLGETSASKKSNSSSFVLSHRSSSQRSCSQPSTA
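test system = CHO-OTR cells, human receptor | compound = single-point 3.0 µM | schedule = 6 min compound pre-incubation at room temperature, 100 s kinetic read | signal = Fluo-8 no-wash calcium dye fluorescence, excitation 470-495 nm, emission 515-575 nm | repeats = single well per compound, singlicate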
TAAR1 agonist – agonists of human TAAR1. AID 624467. Q96RJ0. hit rate 0.99% among 360,000. CHO RD-HGA16 TAAR1, Fluo-8 calcium fluorescence; vehicle wells 0%, saturating PEA agonist 100%. activation, % at 3 µM;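 active = activation above the mean activation of all test compounds in the run plus 3 SD, cut at about 38% in these data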
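Test system: RD-HGA16 (CHO) cells co-expressing Gα16 and hTAAR1 / Benchmarks: DMSO vehicle as 0%, PEA at EC100 as 100% / Repeats: no replicates (n 1) / Measure: % activation from peak over basal fluorescence ratio, DMSO-to-PEA scaled / Timing: 17-24 h plating, Fluo-8 75 min 37 °C, 30 min RT / Technique: kinetic Fluo-8 calcium fluorescence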
TAAR1 antag – human TAAR1 antagonism; CHO RD-HGA16 TAAR1, Fluo-8 calcium fluorescence, antagonist; inhibition, % at 3 µM; Q96RJ0; hit rate 1.5% among 360,000;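 active = inhibition above a per-plate cutoff, the mean inhibition of test compounds on that plate plus 3 SD, cut at about 49% in these data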;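 note: 0% = DMSO plus EC80 beta-PEA response and 100% = DMSO alone without agonist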
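System: CHO RD-HGA16 cells bearing hTAAR1. Reagent: EC80 β-phenethylamine stimulus. Schedule: seeding 17-24 h prior, 75-min 37 °C, 30-min RT dye loading. Signal: Fluo-8 intracellular calcium dye fluorescence, real-time kinetic reads. Read-out: % inhibition from peak post-agonist over basal fluorescence ratio. Benchmarks: vehicle wells and EC80 agonist wells. Replicates: n of 1.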
V1aR counter – counter-screen for oxytocin receptor agonists: human V1a receptor agonists. AID 2797. activation, % at 3 µM. CHO-V1R cells, Fluo-8 calcium fluorescence, agonist mode; 0% DMSO, 100% 3 nM vasopressin. P37288. hit rate 0.25% among 320,000;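 active = activation above the mean activation of all tested compounds plus 3 SD, per screening run, cut at about 20% in these data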;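 note: signal is peak over basal fluorescence ratio across a 100 second FLIPR read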
Target sequence (P37288 whole entry, looked up): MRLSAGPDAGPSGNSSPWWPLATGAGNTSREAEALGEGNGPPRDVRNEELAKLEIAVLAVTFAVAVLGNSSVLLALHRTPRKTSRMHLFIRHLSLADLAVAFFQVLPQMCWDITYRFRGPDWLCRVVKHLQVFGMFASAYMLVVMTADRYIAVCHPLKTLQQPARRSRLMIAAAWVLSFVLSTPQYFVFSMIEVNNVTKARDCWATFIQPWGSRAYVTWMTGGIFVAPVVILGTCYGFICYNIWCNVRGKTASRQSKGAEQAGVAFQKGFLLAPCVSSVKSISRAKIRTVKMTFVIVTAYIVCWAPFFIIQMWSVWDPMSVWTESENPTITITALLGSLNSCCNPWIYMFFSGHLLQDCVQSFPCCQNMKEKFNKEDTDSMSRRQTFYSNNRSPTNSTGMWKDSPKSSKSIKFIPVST
* = called active by the depositor; . = not tested or not shown.

SMILES	CHO-K1 Ca ag	CHO parental Ca	M1 PAM parental	M1 ag	CHO-K1 Ca antag	OXTR potentiate	TAAR1 agonist	TAAR1 antag	V1aR counter
COC(=O)c1ccc(-n2c(CCC(=O)O)ccc2-c2ccccc2)cc1	-0.3	-17	-8	3	7	-3	.	.	-1.1
C#CCN(C[C@H]1[C@H](OC(=O)NCCCCCC)[C@H](OC(=O)NCCCCCC)C[C@@H](C(=O)OC)[C@H]1C(=O)OC)S(=O)(=O)c1ccc(C)cc1	-0.2	.	-8	-1	6	.	-1	-8	.
COC(=O)C1=C(C(=O)OC)[C@@H]2N(C)c3ccccc3[C@@]23C[C@@H](C(=O)OC)N(C(=O)CC(C)C)C3=N1	-0.6	-42	24	-7	-13	1	3	0	-1.8
COC(=O)CN1C(=O)C2(OCCCO2)c2ccccc21	0.8	-16	14	-1	-15	-5	4	-7	0.4
C/C(CC(=O)NCc1ccccc1)=N\NC(N)=S	-0.5	-12	3	-5	-9	-8	1	13	-0.8
COc1ccc(NC2CCCN(C(=O)COc3ccc(Cl)cc3C)C2)cc1OC (configuration not stated)	3.8	-26	15	-3	-9	-5	-1	-9	2.7
O=C(c1cc(Cl)nc2ccccc12)N1CCCCC1	0.7	-4	8	-2	-15	-2	3	-6	-0.3
CCN(C(=O)COC(=O)CCC1CCCC1)c1c(N)n(Cc2ccccc2)c(=O)[nH]c1=O	1.2	.	7	2	-5	.	0	2	.
CCCCN(C(=O)c1ccco1)C1CCS(=O)(=O)C1 (configuration not stated)	0.8	-1	10	-1	-8	-1	0	-25	0.2
CCOC(=O)c1ccc(NC(=O)c2ccnn2C)cc1	-0.2	-16	-7	1	11	0	1	-4	1.9
COc1ccc(CC(C)N2CCN(Cc3ccccc3)CC2)c(OC)c1 (configuration not stated)	1.4	-17	-2	-8	-13	-7	7	3	0.6
COC(=O)c1cc(NC(=O)c2ccc(-c3ccccc3)cc2)ccc1Cl	1.2	-14	-1	-4	-9	-18	7	22	1.8
CCOc1ccc(C(C)NC(=O)Cc2ccccc2)cc1OCC (configuration not stated)	0.1	-18	20	-6	-10	-3	-1	13	0.0
Cc1nn(CC(=O)N2CCCCC2)c(=O)c2nn(-c3ccccc3)c(C)c12	0.6	-3	0	-5	-5	-3	-1	-17	0.2
CCc1nc(CNC(=O)C2CCC(=O)N(CCc3ccc(OC)cc3)C2)cs1 (configuration not stated)	0.0	-2	0	0	-2	-9	0	-29	-1.2
CC(NC(=O)C1CCCN(S(=O)(=O)c2cnc[nH]2)C1)c1ccccc1 (configuration not stated)	0.4	-2	15	-2	0	-1	0	9	1.0
CCCCOc1ccccc1C(=O)N(Cc1ccco1)C1CCS(=O)(=O)C1 (configuration not stated)	2.0	-21	16	0	-7	-5	2	-9	-0.4
Cc1ccccc1OCCCC(=O)NCc1ccco1	0.4	4	18	-7	-20	-2	-1	21	0.1
COc1ccc(C(=O)NCCc2nnc3ccc(SCC(=O)NCCc4ccc(OC)c(OC)c4)nn23)cc1	0.2	-5	-27	-2	10	-9	1	-10	-0.2
COc1ccc(Cl)cc1C(=O)NCCN(C)C	-0.1	1	0	-2	-7	-10	4	-28	0.4
CN(C)CCCn1c(=O)n(Cc2ccco2)c(=O)c2c3c(sc21)CCCCC3	1.7	-44	10	-7	-8	-6	3	1	-0.3
CCOC(=O)c1sc2nc(COC(=O)c3c(F)cccc3F)[nH]c(=O)c2c1C	1.3	-20	18	-1	-8	-14	2	15	-0.7
Cc1onc(C(=O)N2CCC(Cc3ccccc3)CC2)c1[N+](=O)[O-]	4.6	-5	-10	-1	-7	-4	1	-31	0.4
COc1ccccc1C(=O)NC(=O)Nc1cccc(Cl)c1	0.2	-16	5	-4	-5	-5	0	4	0.1
NC(COCc1ccccc1)c1csc(Nc2ccc(S(N)(=O)=O)cc2)n1 (configuration not stated)	0.2	.	8	-5	-2	.	2	6	.
Cc1ccc(C)c(Cn2nnc3c(=O)[nH]c(C(=O)NCc4ccco4)nc32)c1	-0.2	-11	8	3	-17	-2	8	1	-0.4
CNS(=O)(=O)c1ccc(CNC[C@H]2O[C@@H](n3cc(C)c(=O)[nH]c3=O)C[C@@H]2O)cc1	0.3	.	8	-9	-6	.	4	5	.
COc1cc(N(C)C)c(NC(C)=O)cc1C(=O)O	0.0	-2	6	-5	6	0	10	14	0.6
O=C1Nc2ccccc2C(=O)N2[C@H](c3ccccc3)[C@@H]3C(=O)N(Cc4ccccc4)C(=O)[C@@H]3[C@H]12	0.5	-14	-13	23*	-1	-11	19	15	0.1
CSc1ccc(CN2CCC(C)(Oc3cccc(F)c3)C2)cc1 (configuration not stated)	0.7	.	14	-8	-6	.	0	-13	.
O=c1c(N2CCOCC2)nsn1Cc1ccccc1	0.4	1	14	0	-5	-7	9	2	1.7
COc1ccc(C(=O)N/C(=C\c2ccco2)C(=O)NCCN2CCOCC2)cc1	-0.3	7	6	-2	10	-10	.	.	0.0
COc1cccc(C(=O)CSc2nc3ccccc3n2CC(=O)N2CCOCC2)c1	1.9	-14	21	-4	-13	-5	6	-9	0.4
Cc1ccc(-n2nnnc2SCC(=O)NCCC2=CCCCC2)c(C)c1	0.9	-11	5	-6	-13	-6	-3	8	-1.8
NC(=O)Cc1ccc(Nc2nnc(-c3ccc(O)cc3)c3ccccc23)cc1	0.2	-1	3	-12	-7	-14	-1	-9	-0.6
Cc1ccc(-c2nc(SCC(=O)NCC3CCCO3)c(-c3ccccc3)[nH]2)cc1 (configuration not stated)	0.7	-29	-2	-7	-9	-4	2	7	-0.5

Some entries already given, limited to M1 ag, CHO parental Ca and OXTR potentiate:
canonical_smiles | M1 ag | CHO parental Ca | OXTR potentiate
O=C1Nc2ccccc2C(=O)N2[C@H](c3ccccc3)[C@@H]3C(=O)N(Cc4ccccc4)C(=O)[C@@H]3[C@H]12 | 23* | -14 | -11
CSc1ccc(CN2CCC(C)(Oc3cccc(F)c3)C2)cc1 (configuration not stated) | -8 | . | .
O=c1c(N2CCOCC2)nsn1Cc1ccccc1 | 0 | 1 | -7

New compounds follow:
SMILES	CHO-K1 Ca ag	CHO parental Ca	M1 PAM parental	M1 ag	CHO-K1 Ca antag	OXTR potentiate	TAAR1 agonist	TAAR1 antag	V1aR counter
Cc1ccccc1N1CCN(S(=O)(=O)c2ccc3oc(=O)ccc3c2)CC1	6.8	4	11	0	2	-19	18	30	4.4
Cc1nc(CN2C(=O)C3(CCC3)ON=C2c2cccc(Cl)c2)cs1	-0.2	.	11	-11	1	.	1	-19	.
Cn1c(CNc2ccccn2)c(C#N)c2ccccc21	0.2	-9	1	-6	-9	-5	5	15	0.9
Cc1ccc(C(c2cc(Cl)c3cccnc3c2O)N2CCN(C)CC2)cc1 (configuration not stated)	0.9	10	6	-2	-8	-7	.	.	4.5
O=C(NCc1ccc(F)cc1)C1CCN(S(=O)(=O)c2cccnc2)CC1	0.2	-13	-15	-3	-3	-4	0	-1	0.3
O=C(CN1C(=O)c2ccccc2S1(=O)=O)NCc1ccc2c(c1)OCO2	1.2	-10	18	-3	-17	-3	5	-28	0.6
CC1CCCCC1NC(=O)Cn1cccc1C(=O)c1ccccc1 (configuration not stated)	0.1	-6	-3	-8	11	-2	6	2	-0.4
Cc1cc(C)c(NC(=O)CCn2nnc3ccccc32)c(C)c1	1.3	-19	22	-9	-15	3	7	-6	1.3
COc1cccc2c1C(=O)c1c(O)c3c(c(O)c1C2=O)CC(O)(C(C)=O)CC3OC1CC(N(C)C)C(O)C(C)O1 (configuration not stated)	3.9	.	0	-1	-3	.	4	5	.
O=C(NC(Cc1ccccc1)C(=O)O)/C(=C\c1ccc(Cl)cc1)NC(=O)c1ccco1 (configuration not stated)	0.5	-6	2	0	-3	3	1	-15	1.3
CC(Sc1nnc(Cc2ccc([N+](=O)[O-])cc2)o1)C(N)=O (configuration not stated)	-0.1	10	4	-1	-13	-4	10	9	1.0
Cc1cccnc1NC1OC(=O)c2ccccc21 (configuration not stated)	-0.3	-2	-3	-1	-1	-1	2	-5	0.9
COc1ccc(CCN2CC(C(=O)N(C)Cc3ccccc3OC)CCC2=O)cc1 (configuration not stated)	1.9	-10	-4	-4	-3	-7	0	-1	2.7
COc1ccc(C(=O)NCC2(c3ccc(OC)c(OC)c3)CCCC2)c(OC)c1	3.6	-23	28	-1	-4	-7	0	-12	-0.5
O=C(NCCCN1CCOCC1)c1cccc(S(=O)(=O)N2CCOCC2)c1	1.6	-6	10	-5	2	7	2	-11	0.6
Cc1cccc2nc(=S)n(C(=O)c3ccco3)n12	0.4	0	14	-5	-10	3	4	17	0.0
COc1ccc(OC(=O)N(C)C[C@@H]2OCc3cn(nn3)CCCC(=O)N([C@H](C)CO)C[C@H]2C)cc1	0.2	.	14	-4	5	.	0	5	.
O=C(CN1C(=O)/C(=C/c2ccco2)SC1=S)Nc1ccc(C(=O)O)c(O)c1	3.6	9	19	0	-12	-7	-1	-12	0.3
COc1ccc(NC(=O)c2cc(-c3cc(F)ccc3OC)n[nH]2)c(C)c1	1.6	.	-1	-4	4	.	4	10	.
CC(=O)c1ccc(N2CCN(S(=O)(=O)c3ccc4c(c3)CC(C)N4C(=O)C3CC3)CC2)cc1 (configuration not stated)	4.8	-1	-3	1	-9	-12	1	10	5.1
Cc1ccsc1/C=C1/SC(N2CC(C)OC(C)C2)=NC1=O (configuration not stated)	-0.2	2	-5	-4	11	0	3	11	-0.1
O=C(NCC1COc2ccccc2O1)Nc1ccccc1F (configuration not stated)	1.5	-3	21	-4	-12	-7	4	-19	-0.1
O=C(COC(=O)c1cccc(S(=O)(=O)N2CCOCC2)c1)Nc1ncc(Cl)cc1Cl	0.5	-13	2	-4	-14	1	-2	-2	0.9
COc1ccc(C(O)P(=O)(OC(C)C)c2ccc(N(C)C)cc2)c(OC)c1 (configuration not stated)	1.6	2	10	-4	-11	-13	-2	-7	-0.1
O=C(c1ccc(Cl)c(S(=O)(=O)N2CCCCC2)c1)N1CCCCCC1	5.3	-19	8	1	1	-3	18	-5	4.3
COC(=O)c1scc(C)c1N/N=C(\C)c1cc(F)c(Cl)cc1F	0.1	3	6	-2	-1	-3	11	-3	0.7
COC(=O)C(N)Cc1ccc(Cl)cc1 (configuration not stated)	0.5	3	9	-1	-6	-6	13	-19	1.5
